STAT1 inh = STAT1 signaling inhibition; inhibition, % at 5.5 µM; AID 920; actives 0.35% (n = 200,000); NIH 3T3 STAT1-luciferase reporter, IFN-gamma, luminescence;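 active = inhibition above a set limit, the mean inhibition across all tested compounds plus 3 SD, cut at about 34% in these data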;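 note: 0% = IFN-gamma with DMSO and 100% = IFN-gamma with 300 µM nifuroxazide; values of inactives mirror those of a sister screen read the other way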
PPARg SRC-3 ag = agonists of human PPARgamma SRC-3 coactivator recruitment; P37231; biochemical PPARgamma/SRC-3 coactivator recruitment assay; activation, % at 8 µM; actives 0.26% (n = 200,000); in the data active = activation above about 23%;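 note: 0% = DMSO and 100% = reference agonist; some compounds past the cut are filed as inactive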
PPARg SRC1 recr = PPARgamma-driven SRC-1 recruitment agonism | AID 631 | P37231 | activation, % at 8 µM | PPARgamma-SRC-1 coactivator recruitment biochemical assay | actives 0.41% (n = 200,000); in the data active = activation above about 19%;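 note: 0% = DMSO and 100% = reference agonist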
S1P3 antagonist = blocks the human S1P3 receptor. Q99500. CHO S1P3 NFAT-BLA reporter, FRET fluorescence, antagonist mode. inhibition, % at 4.98 µM. actives 0.27% (n = 170,000). AID 485;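 active = inhibition above the plate cutoff, the mean inhibition of test wells on that plate plus 3 SD, cut at about 28% in these data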;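 note: cells challenged with S1P at its EC80 of 0.8 µM; blue over green emission ratio from cleaved BLA substrate after 4 h stimulation; 0% = S1P-stimulated wells and 100% = unstimulated DMSO-only wells; some compounds past the cut are filed as inactive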
Target sequence (Q99500 whole entry, looked up): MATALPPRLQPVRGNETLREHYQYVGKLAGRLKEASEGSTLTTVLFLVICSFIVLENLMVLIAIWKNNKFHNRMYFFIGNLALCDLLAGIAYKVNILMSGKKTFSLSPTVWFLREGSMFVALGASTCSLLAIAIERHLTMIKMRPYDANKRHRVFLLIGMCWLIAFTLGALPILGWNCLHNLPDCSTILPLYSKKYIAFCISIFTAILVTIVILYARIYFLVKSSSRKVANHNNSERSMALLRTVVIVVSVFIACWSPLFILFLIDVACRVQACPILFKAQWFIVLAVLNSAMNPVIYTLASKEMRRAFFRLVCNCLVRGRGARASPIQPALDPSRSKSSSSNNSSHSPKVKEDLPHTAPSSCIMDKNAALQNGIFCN
RAM network inh = yeast RAM network inhibition; inhibition, % at 50 µM; S. cerevisiae dse1pr::URA3 reporter, 5-FOA growth OD615, 2 d; analog-sensitive cbk1-as2 kinase mutant strain; actives 1.8% (n = 190,000);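 active = inhibition above a set limit, 3 SD over mean compound inhibition, cut at about 8.4% in these data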;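 note: 0% = DMSO-only wells with no growth and 100% = 10 µM 1-NA-PP1 full growth; inhibition rescues growth on 5-FOA so higher OD means more RAM inhibition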
STAT3 inh = inhibitors of IL-6 induced STAT3 signaling. inhibition, % at 5.5 µM. actives 0.89% (n = 190,000). AID 862. U3A cells, IL-6 STAT3-luciferase reporter, luminescence; host cell line lacks STAT1;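 active = inhibition above the mean inhibition across all screened compounds plus 3 SD, cut at about 44% in these data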;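 note: 0% = DMSO only wells and 100% = 100 µM nifuroxazide control wells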
STAT3 activator = STAT3 signaling activation; U3A cells, IL-6 STAT3-luciferase reporter, luminescence; 100% = signal with IL-6 EC80 alone; activation (% of control), % at 5.6 µM; actives 0.91% (n = 190,000);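 active = activation above the screen-wide mean of compound activation plus 3 SD, cut at about 130% in these data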;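 note: 0% = background luminescence of wells with medium and substrate only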
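system = STAT3-luciferase reporter U3A cells | reagent = IL-6 stimulus at 33 ng/mL final | timing = 1 h compound pre-exposure, 6 h IL-6 stimulation, 37 °C | measured by = luminescence | evaluation = % activation versus median of IL-6-stimulated wells | control set = IL-6-only wells as 100% reference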
TR-FRET SRC-2 ct = flags TR-FRET format artefacts in PPARgamma SRC-2 recruitment agonist screen | TR-FRET artefact counter-screen; active compounds read high | actives 0.4% (n = 200,000) | TR-FRET ratio at 8 µM; in the data active = TR-FRET ratio above about 2000; note: inactives centre near 1500
ROMK mod = modulates human ROMK potassium channel activity; P48048; Tet-inducible ROMK, thallium flux fluorescence; actives lie on both sides; B-score at 10 µM; actives 2% (n = 130,000); AID 1918;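 active = signal ratio slope over the read window, or its plate-corrected B-score, at least 3 SD from the plate mean, either direction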;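 note: B-score of the F/F0 ratio slope over 7 to 12 s after thallium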
Target sequence (P48048 whole entry, looked up): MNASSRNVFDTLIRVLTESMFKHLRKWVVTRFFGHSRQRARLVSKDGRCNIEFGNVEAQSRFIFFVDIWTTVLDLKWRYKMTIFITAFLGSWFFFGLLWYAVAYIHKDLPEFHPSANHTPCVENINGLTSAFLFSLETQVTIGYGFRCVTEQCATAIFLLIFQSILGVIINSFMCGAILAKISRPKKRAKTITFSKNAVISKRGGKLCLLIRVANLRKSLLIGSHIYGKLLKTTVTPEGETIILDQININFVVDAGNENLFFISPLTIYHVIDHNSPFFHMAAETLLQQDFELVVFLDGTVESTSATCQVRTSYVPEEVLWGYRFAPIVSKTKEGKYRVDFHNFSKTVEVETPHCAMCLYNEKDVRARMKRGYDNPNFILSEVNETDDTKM
TLR4-MyD88 BLA = inhibitors of human TLR4-MyD88 binding. O00206+Q99836. HeLa CL3-4 TLR4/MyD88 BLA complementation, FRET ratio. inhibition, % at 8.4 µM. actives 0.18% (n = 200,000); in the data active = inhibition above about 25%;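 note: 0% = vehicle and 100% = reference inhibitor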
PPARg SRC-2 ag = PPARgamma-driven SRC-2 recruitment agonism. P37231. PPARgamma LBD-SRC-2 recruitment, biochemical. activation, % at 8 µM. actives 0.34% (n = 200,000); in the data active = activation above about 22%;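 note: 0% = vehicle and 100% = reference agonist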
* marks the source's active call; other numbers are inactive results; x = no result given.

cpd	Structure	STAT1 inh	PPARg SRC-3 ag	PPARg SRC1 recr	S1P3 antagonist	RAM network inh	STAT3 inh	STAT3 activator	TR-FRET SRC-2 ct	ROMK mod	TLR4-MyD88 BLA	PPARg SRC-2 ag
1	Cc1cccc(N(CC(O)CN(C)C)S(=O)(=O)c2ccccc2)c1 (configuration not stated)	-3	17	4	x	2.4	-4	104	1596	0.48	2	3
2	CN(CC(=O)Nc1ccc(S(=O)(=O)N2CCCC2)cc1)Cc1cccc(Cl)c1Cl	3	1	7	8	-0.3	13	92	1725	0.21	-2	-2
3	C=CCOC(=O)C1=C[C@@H](c2ccc(Br)cc2)[C@H](CCCO)[C@@H](OCC)O1	9	-1	6	3	0.8	x	x	1492	x	-7	7
4	COc1ccc(C(=O)N2CCN(Cc3cn[nH]c3-c3ccc(OC)cc3F)CC2)cc1	0	4	11	-8	-0.1	4	101	1602	-1.1	-9	4
5	Cc1nnc(SCC(=O)Nc2nccs2)[nH]c1=O	-2	-5	-2	-28	0.4	9	94	1501	0.31	-4	2
6	Cc1ccc2nc(N3CCN(Cc4nnnn4Cc4ccccc4)CC3)c(C#N)cc2c1	7	9	2	-45	4.3	7	95	1633	-0.039	1	5
7	Cc1ccc(-c2nn(CC(=O)Nc3cccnc3)c(=O)c3ccccc23)cc1	5	10	9	x	-1.1	7	95	1585	x	7	8
8	O=C(CCNC(=O)c1ccccc1Cl)Nc1nc(-c2ccc(F)cc2)cs1	1	3	5	0	1.5	4	93	1457	x	-7	0
9	O=C(O)CCCNc1ccc(S(=O)(=O)Nc2ccccc2C(=O)O)cc1C(=O)O	-3	-3	-1	7	1.4	1	102	1576	x	-10	2
10	O=C(NCc1ccco1)C(=S)N1CCCCC1	-4	-3	-2	28*	0.1	4	98	1530	0.37	-6	3
11	c1ccc2nc(-c3nccs3)ccc2c1	-38	-1	12	-9	1.0	12	94	1627	-1.5	-1	9
12	CCOC(=O)CSc1nnc(-c2ccc(S(=O)(=O)NCc3cccs3)cc2)o1	4	2	4	x	x	10	95	1717	x	1	4
13	COc1ccc(Cc2nnc(NC(=O)c3ccc(Cl)c([N+](=O)[O-])c3)s2)cc1	5	5	1	x	3.1	-4	103	1567	x	0	0
14	COC(=O)c1cccc(S(=O)(=O)N(Cc2ccco2)Cc2cc3ccc(OC)cc3[nH]c2=O)c1	-15	-1	10	-6	4.7	7	97	1531	0.34	0	-16
15	CCc1cc2c(NCC(=O)O)ncnc2s1	5	9	9	12	2.8	6	98	1513	x	12	3
16	CC(=O)C1C(c2ccc(Cl)cc2)NC(=O)NC1(O)C(F)(F)F (configuration not stated)	14	5	0	-5	1.6	-2	106	1697	x	-7	5
17	CCOC(=O)N1CCN(C(=O)c2ccccc2NC(=O)COc2ccccc2C)CC1	-1	1	2	-30	0.7	13	96	1733	x	-4	-6
18	Cc1cc(C)cc(N(CC(=O)N2CCc3ccccc32)S(=O)(=O)c2c(C)noc2C)c1	-1	3	13	26	2.2	-8	114	1538	x	2	-3
19	CCCNC(=O)C1CCN(S(=O)(=O)c2ccc3nc4c(c(C(=O)O)c3c2)CCCCC4)CC1	-6	4	6	0	0.0	6	99	1542	x	-11	3
20	COC(=O)c1[nH]c2ccccc2c1NC(=O)c1ccccc1[N+](=O)[O-]	3	10	-2	11	3.5	-9	108	1688	x	-11	12
21	CCOc1ccc(NC(=O)c2c3c(nc4ccccc24)CCC3)cc1	-1	2	-4	10	4.0	-2	102	1391	1	1	3
22	Cn1c(-c2c(N)n(CCCc3ccccc3)c3nc4ccccc4nc23)nc2ccccc21	7	-5	2	x	2.1	-54	152*	1499	x	48*	-5
23	Cc1cc(N/C=C2\CCCCC2=O)no1	-1	9	-3	-14	1.1	1	99	1680	0.17	-8	6
24	CCCC(=O)n1nc(-c2cccnc2)nc1N	-10	1	-1	x	0.0	2	102	1511	x	-7	-2
25	COCCNc1nc(N)c([N+](=O)[O-])c(NCCO)n1	-16	-1	-6	-13	-0.1	0	105	1373	x	-3	-9
26	CCOc1ccccc1C(=O)N(CN1CCCC1=O)c1ccc(C)c(Cl)c1	-9	3	3	15	-0.4	7	97	1631	x	-2	5
27	CCOC(=O)N1CCN(C(=O)Cn2ccc3c(OC)cccc3c2=O)CC1	12	10	-6	-16	1.3	x	x	1508	x	-13	11
28	Cc1nn(C)c(C)c1NC(=O)CSc1nnc(C)n1-c1ccccc1	3	-3	-4	-29	1.1	-7	111	1513	x	-1	4
29	COc1ccccc1/C=C/CN1CC(C)OC(C)C1 (configuration not stated)	4	-1	4	9	0.0	4	100	1634	x	19	7
30	Cc1cc(C)n(Cc2ccc(C(=O)O)cc2)n1	-5	4	1	x	-0.3	4	101	1444	-0.25	2	8

Two entries picked at random from the list so far:
cpd	Structure	STAT1 inh	PPARg SRC-3 ag	PPARg SRC1 recr	S1P3 antagonist	RAM network inh	STAT3 inh	STAT3 activator	TR-FRET SRC-2 ct	ROMK mod	TLR4-MyD88 BLA	PPARg SRC-2 ag
23	Cc1cc(N/C=C2\CCCCC2=O)no1	-1	9	-3	-14	1.1	1	99	1680	0.17	-8	6
11	c1ccc2nc(-c3nccs3)ccc2c1	-38	-1	12	-9	1.0	12	94	1627	-1.5	-1	9

Only STAT3 inh, ROMK mod and PPARg SRC-2 ag, for two of the compounds above:
no.	mol	STAT3 inh	ROMK mod	PPARg SRC-2 ag
8	O=C(CCNC(=O)c1ccccc1Cl)Nc1nc(-c2ccc(F)cc2)cs1	4	x	0
9	O=C(O)CCCNc1ccc(S(=O)(=O)Nc2ccccc2C(=O)O)cc1C(=O)O	1	x	2

(listing goes on)
cpd	Structure	STAT1 inh	PPARg SRC-3 ag	PPARg SRC1 recr	S1P3 antagonist	RAM network inh	STAT3 inh	STAT3 activator	TR-FRET SRC-2 ct	ROMK mod	TLR4-MyD88 BLA	PPARg SRC-2 ag
31	Cc1cc2cc(CCNS(C)(=O)=O)c(=O)[nH]c2cc1C	-6	-1	-3	-23	0.7	3	101	1560	x	7	-5
32	CP(=O)(COC(=O)c1ccccc1)COC(=O)c1ccccc1	4	-2	5	-4	-0.3	7	100	1507	x	8	0
33	O=C(N/N=C\C=C\c1ccc2c(c1)OCO2)C1COc2cc3ccccc3cc2O1 (configuration not stated)	-13	5	2	x	3.8	7	100	1386	0.22	-11	3
34	Cc1ccc(-c2noc(-c3cc4ccccc4oc3=O)n2)cc1	0	-2	5	x	3.0	13	97	1490	x	-3	5
35	CCOC(=O)N1CCN(c2c(NCC3CCCO3)c(=O)c2=O)CC1 (configuration not stated)	-2	0	-8	-15	0.8	4	101	1611	x	-1	2
36	COc1ccc(-c2nnc(N(C)C(=O)c3ccno3)s2)cc1	-19	4	-2	x	2.2	4	99	1543	-0.0056	-13	7
37	CCc1nn(CC(=O)NCCCN(CC)c2cccc(C)c2)c(=O)c2cc3occc3n12	-1	7	12	-10	0.8	8	97	1481	0.082	-9	7
38	COc1ccc(S(=O)(=O)Nc2cc(C(=O)NC(C)C)ccc2N2CCOCC2)cc1	-1	-5	2	x	-0.4	8	98	1411	-0.39	5	7
39	CCc1cccc2c(N=O)c(O)[nH]c12	4	2	-1	-4	2.6	6	98	1635	x	4	9
40	Cc1cc(C(=O)OCC(=O)c2ccc(Br)s2)c(C)o1	1	31*	20*	20	0.3	12	96	1872	0.5	3	8
41	C=CCOC(=O)c1[nH]c2c(c1C)C(=O)CC(c1cc(OC)c(OC)c(OC)c1)C2 (configuration not stated)	42*	6	5	0	3.3	46*	63	1626	x	6	1
42	COc1ccc(C(=O)N/N=C(\C)Cn2nc([N+](=O)[O-])cc2C)cc1	-3	-1	-2	x	-0.4	9	97	1474	x	-11	-4
43	Cc1ccc(NC(=O)CN2C(=O)C3CCCCN3C(=O)c3ccccc32)cc1 (configuration not stated)	-3	8	7	x	0.5	1	99	1641	-0.035	6	6
44	CCCCCc1nnc(NC(=O)c2ccc(=O)n(C)n2)s1	4	1	18	-1	1.0	12	96	1552	0.25	11	6
45	COc1ccccc1-c1nnc2n1N=C(c1ccc(O)c(O)c1)CS2	3	3	1	x	1.8	-38	136*	1595	2.4	1	-2
46	C=CCONC(=O)c1cc(OCC(F)(F)F)ccc1OCC(F)(F)F	-6	-2	-3	x	1.5	2	100	1557	x	1	6
47	O=C(C[n+]1ccccc1)N/N=C/c1ccc(F)cc1	-10	4	-6	0	1.3	-3	104	1486	1.3	8	7

Grouped by structure: the entries above containing two or more sulfur atoms.
cpd	Structure	STAT1 inh	PPARg SRC-3 ag	PPARg SRC1 recr	S1P3 antagonist	RAM network inh	STAT3 inh	STAT3 activator	TR-FRET SRC-2 ct	ROMK mod	TLR4-MyD88 BLA	PPARg SRC-2 ag
5	Cc1nnc(SCC(=O)Nc2nccs2)[nH]c1=O	-2	-5	-2	-28	0.4	9	94	1501	0.31	-4	2
12	CCOC(=O)CSc1nnc(-c2ccc(S(=O)(=O)NCc3cccs3)cc2)o1	4	2	4	x	x	10	95	1717	x	1	4
